# Source: PubChem (The Scripps Research Institute Molecular Screening Center)
# PAD4 FP inh – blocks human protein arginine deiminase 4; Q9UM07; recombinant PAD4, RCA probe fluorescence polarization; inhibition, % at 6.36 µM; actives 0.41% (n = 330,000); AID 485272;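 active means percent inhibition above a cutoff equal to the mean of all tested compounds plus 3 SD, cut at about 15% in these data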;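 further: 0% = PAD4 with RCA probe and DMSO and 100% = probe without PAD4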
# PME-1 inh – PME-1 (human) inhibition; recombinant PME-1, FP-Rh probe fluorescence polarization; inhibition, % at 5.9 µM; actives 0.53% (n = 320,000);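 active means inhibition above the campaign mean of all compounds plus 3 SD, cut at about 26% in these data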;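 further: competitive labeling of PME-1 active site by serine hydrolase directed probe; 0% = PME-1 with DMSO and 100% = wells lacking PME-1 enzyme; inhibitors block probe labeling so polarization falls and inhibition rises; many of its hits are not listed in these tables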
# PAFAH1B3 inh – inhibitors of human PAFAH1B3. AID 492972. inhibition, % at 3.39 µM. actives 0.28% (n = 340,000). recombinant PAFAH1B3, FP-rhodamine probe, fluorescence polarization;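 active means inhibition above the screen-wide average of all tested compounds plus 3 SD, cut at about 25% in these data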;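 further: 0% = enzyme with DMSO only and 100% = wells lacking PAFAH1B3 protein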
# Target sequence (Q15102 whole entry, looked up): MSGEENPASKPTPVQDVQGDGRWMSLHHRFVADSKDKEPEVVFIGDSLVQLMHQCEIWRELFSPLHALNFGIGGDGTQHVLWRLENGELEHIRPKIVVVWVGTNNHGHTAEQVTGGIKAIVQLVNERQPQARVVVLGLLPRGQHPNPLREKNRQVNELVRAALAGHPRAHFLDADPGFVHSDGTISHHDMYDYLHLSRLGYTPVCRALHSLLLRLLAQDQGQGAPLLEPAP
# PAFAH2 inh – inhibitors of human PAFAH2; recombinant PAFAH2, FP-rhodamine activity probe, fluorescence polarization; inhibition, % at 3.39 µM; actives 0.99% (n = 340,000);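 active means inhibition above the mean over all tested compounds plus 3 SD, cut at about 30% in these data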;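 further: inhibitors block probe labeling of enzyme so polarization drops; 0% = enzyme with DMSO and 100% = wells lacking PAFAH2 protein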
# PAFAH1B2 FP inh – blocks human PAF acetylhydrolase 1b catalytic subunit 2. P68402. recombinant PAFAH1B2, FP-rhodamine activity probe, fluorescence polarization. inhibition, % at 3.39 µM. actives 1.2% (n = 340,000);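 active means inhibition above the mean of all tested compounds plus 3 SD, cut at about 24% in these data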;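 further: 0% = enzyme with DMSO and 100% = wells lacking PAFAH1B2; many of its hits are not listed in these tables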
# Fam108B inh – Fam108B inhibition, counter-screen for RBBP9 inhibitors; inhibition, % at 9.51 µM; recombinant Fam108B, FP-Rh probe fluorescence polarization; actives 0.33% (n = 300,000);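 active means inhibition above the screen mean inhibition plus 3 SD, computed separately per campaign, cut at about 18% in these data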;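 further: inhibitors lower polarization as less probe binds the enzyme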
# LYPLA1 counter – LYPLA1 (human) inhibition in PME1 counter-screen; O75608; recombinant LYPLA1, FP-Rh probe fluorescence polarization; inhibition, % at 5.9 µM; actives 0.16% (n = 320,000);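 active means inhibition above the mean of all tested compounds plus 3 SD, set per campaign, cut at about 14% in these data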;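 further: inhibitors block serine hydrolase probe labeling of LYPLA1 so polarization falls; 0% = enzyme with DMSO and 100% = wells lacking LYPLA1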
# GSTO1 inh – GSTO1 inhibition, counter-screen for RBBP9 inhibitors; P78417; recombinant GSTO1, activity-based probe fluorescence polarization; inhibition, % at 5.96 µM; actives 1.1% (n = 300,000);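 active means inhibition above the campaign mean inhibition plus 3 SD, cut at about 35% in these data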;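 further: 0% = GSTO1-1 with DMSO and 100% = wells lacking GSTO1-1 enzyme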
# Target sequence (P78417 whole entry, looked up): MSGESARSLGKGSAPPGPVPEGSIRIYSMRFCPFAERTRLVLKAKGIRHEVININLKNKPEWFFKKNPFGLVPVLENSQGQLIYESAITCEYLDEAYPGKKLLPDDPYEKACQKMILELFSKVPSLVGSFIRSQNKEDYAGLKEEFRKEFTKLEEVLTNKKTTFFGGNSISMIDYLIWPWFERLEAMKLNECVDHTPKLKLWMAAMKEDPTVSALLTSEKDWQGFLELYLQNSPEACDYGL
# pPAFAH inh – pPAFAH (human) enzyme inhibition; Q13093; recombinant pPAFAH, FP-rhodamine probe fluorescence polarization; inhibition, % at 3.39 µM; actives 1.5% (n = 330,000); AID 463082;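 active means inhibition above the mean inhibition across the screen plus 3 SD, cut at about 25% in these data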;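 further: inhibitors block binding of the rhodamine activity-based probe so polarization drops; 0% = enzyme with DMSO and 100% = wells lacking pPAFAH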
# Target sequence (Q13093 whole entry, looked up): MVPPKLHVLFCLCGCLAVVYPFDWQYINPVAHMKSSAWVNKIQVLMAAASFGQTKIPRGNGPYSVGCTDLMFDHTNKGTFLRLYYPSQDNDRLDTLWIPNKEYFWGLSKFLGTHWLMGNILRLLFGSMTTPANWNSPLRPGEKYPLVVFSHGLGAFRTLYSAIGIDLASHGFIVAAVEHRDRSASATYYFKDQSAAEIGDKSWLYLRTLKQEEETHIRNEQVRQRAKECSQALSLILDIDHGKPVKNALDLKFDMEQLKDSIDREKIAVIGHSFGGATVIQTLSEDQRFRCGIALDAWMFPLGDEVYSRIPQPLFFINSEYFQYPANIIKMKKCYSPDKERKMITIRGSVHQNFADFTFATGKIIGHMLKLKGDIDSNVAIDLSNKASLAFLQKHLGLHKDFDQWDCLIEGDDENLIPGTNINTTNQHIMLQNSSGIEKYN
# Starred values were filed as active, the others as inactive; / = not tested or not shown. The list is partial; the hit share may differ from the screen's.
SMILES,PAD4 FP inh,PME-1 inh,PAFAH1B3 inh,PAFAH2 inh,PAFAH1B2 FP inh,Fam108B inh,LYPLA1 counter,GSTO1 inh,pPAFAH inh
Cn1c(=O)cc(SCC(=O)N2CCN(c3ccccc3)CC2)c2ccccc21,4,-4,-2,0,6,0,5,-2,13
Fc1ccc(-c2csc(-c3ccncc3)n2)cc1,-2,1,6,1,-5,0,-4,1,22
O=C(CCS(=O)(=O)c1ccc(Br)cc1)Nc1cc(F)ccc1F,-1,3,5,-2,11,-3,2,8,1
CCC(C)NC(=O)C1CCN(S(=O)(=O)c2ccc(Br)s2)CC1 (centres undefined),-2,-2,6,5,8,-3,0,1,-3
CCNc1nc(NC(C)C)nc(Oc2ccc(OCc3ccccc3)nn2)n1,1,-2,0,-1,-2,3,0,-3,1
COc1cc2c(cc1OC)C(C)N(C(=O)c1ccc(Cl)c(S(=O)(=O)N3CCCCC3)c1)CC2 (centres undefined),-4,11,7,3,2,-5,1,5,6
CC(=O)c1ccc(C(=O)N2CCc3c([nH]c4ccccc34)C2c2ccccn2)s1 (centres undefined),0,-1,11,3,1,1,2,0,3
Cc1ccc(NC(=O)Nc2cccs2)cc1,0,18,4,-15,0,9,3,-1,9
N#Cc1c(-c2ccc(F)cc2)cc(-c2cccnc2)nc1N,3,-3,16,2,-4,-9,3,5,2
CC1=C[C@@H](C)[C@@H](c2ccccc2)OC1=O,-1,4,9,9,3,-2,-1,-4,1

# Entries of single compounds, quoted from the list. Order of values: PAD4 FP inh | PME-1 inh | PAFAH1B3 inh | PAFAH2 inh | PAFAH1B2 FP inh | Fam108B inh | LYPLA1 counter | GSTO1 inh | pPAFAH inh
# Listed for O=C(CCS(=O)(=O)c1ccc(Br)cc1)Nc1cc(F)ccc1F : -1 | 3 | 5 | -2 | 11 | -3 | 2 | 8 | 1
# Listed for Fc1ccc(-c2csc(-c3ccncc3)n2)cc1 : -2 | 1 | 6 | 1 | -5 | 0 | -4 | 1 | 22
# Listed for CCC(C)NC(=O)C1CCN(S(=O)(=O)c2ccc(Br)s2)CC1 (centres undefined) : -2 | -2 | 6 | 5 | 8 | -3 | 0 | 1 | -3
# Listed for Cc1ccc(NC(=O)Nc2cccs2)cc1 : 0 | 18 | 4 | -15 | 0 | 9 | 3 | -1 | 9

# Next results.
SMILES,PAD4 FP inh,PME-1 inh,PAFAH1B3 inh,PAFAH2 inh,PAFAH1B2 FP inh,Fam108B inh,LYPLA1 counter,GSTO1 inh,pPAFAH inh
Cc1cc[n+]2cc(-c3cccc([N+](=O)[O-])c3)c(-c3cccc([N+](=O)[O-])c3)cc2c1,0,-1,6,3,0,4,1,5,4
O=C(Nc1cccc(Cl)c1)c1ccc(Cn2cc(Cl)cn2)cc1,-4,-7,2,1,0,-5,-9,-1,-3
CC1(C)CC(=O)N(c2ccc(Cl)c(Cl)c2)C(=O)C1,3,-9,10,-2,4,-1,-5,3,4
COc1ccc(-c2[nH]ncc2CN2CCC(OCc3ccccn3)CC2)c(F)c1,-8,-3,4,-4,3,0,0,2,6
CCc1nc2c(cnn2-c2ccc(Cl)cc2)c(=O)n1-c1ccc(OC)cc1,-5,-4,-1,1,-1,-1,-1,-5,0
Cc1ccc(/C=C2\C(=O)Nc3ccccc32)o1,-3,-1,-2,-1,1,2,-2,-5,0
COc1ccccc1NC(=O)CSc1nnnn1-c1ccc(C)cc1,5,3,5,0,0,1,2,-1,1
O=C(/C=C\c1cn(-c2ccccc2)nc1-c1ccccc1)Nc1nccs1,-4,-12,-5,-16,-5,-21,-7,-2,-1
O=C(NCc1ccc2c(c1)OCO2)C1CCN(c2nccc(C(F)(F)F)n2)CC1,1,-2,6,7,9,0,3,-8,0
O=C(COC(=O)c1cccs1)Nc1ccccc1Cl,-2,0,-4,73*,-1,-3,-3,5,4
COc1ccccc1C(=O)N1CCC(N2CCN(c3ccccc3OC)CC2)CC1,-11,0,-5,-3,-2,4,1,4,2
Cc1nc(C(C)N(C)Cc2nc(-c3ccc4c(c3)OCO4)no2)c(C)s1 (centres undefined),5,3,13,4,2,0,-2,0,1
CC(=O)Oc1cccc(N2C(=O)c3ccc(C(=O)Nc4cccnc4)cc3C2=O)c1,-4,-3,2,-2,0,3,4,7,1
Cc1ccc(S(=O)(=O)N2CC(O)CC2C(=O)Nc2ccc3c(c2)CCC3)cc1 (centres undefined),3,-3,-2,-12,3,2,-5,0,5
COC(=O)C1=C(O)/C(=C\c2ccc(CNC(=O)C(=O)Nc3ccc(C)cc3)o2)N=C1C,-1,7,-1,14,9,-3,-4,25,14
O=C(COc1ccccc1F)NCC(c1ccco1)N1CCCC1 (centres undefined),-3,6,3,-1,2,2,3,0,-1
Cc1[nH]c2ccc(F)cc2c1CCN(Cc1cccnc1)C(=S)Nc1ccc(F)cc1,-4,10,10,4,9,4,1,1,3
COc1ccc(-c2cc3c(=O)n(CC(=O)N4CCCCC4)ncn3n2)cc1,0,-5,0,1,4,2,-3,-15,-4
O=S(=O)(Nn1cnnc1)c1ccc2ccccc2c1,-5,-3,-9,2,-3,2,1,-5,-4
O=C(NCCN1CCOCC1)c1ccc(S(=O)(=O)Nc2ccccc2)cc1,-3,/,11,3,4,/,/,/,21

# Limited to pPAFAH inh, for seven of the compounds above:
canonical_smiles	pPAFAH inh
CC(=O)c1ccc(C(=O)N2CCc3c([nH]c4ccccc34)C2c2ccccn2)s1 (centres undefined)	3
Cc1ccc(NC(=O)Nc2cccs2)cc1	9
N#Cc1c(-c2ccc(F)cc2)cc(-c2cccnc2)nc1N	2
CC1=C[C@@H](C)[C@@H](c2ccccc2)OC1=O	1
Cc1cc[n+]2cc(-c3cccc([N+](=O)[O-])c3)c(-c3cccc([N+](=O)[O-])c3)cc2c1	4
O=C(Nc1cccc(Cl)c1)c1ccc(Cn2cc(Cl)cn2)cc1	-3
CC1(C)CC(=O)N(c2ccc(Cl)c(Cl)c2)C(=O)C1	4

# Other records follow:
SMILES,PAD4 FP inh,PME-1 inh,PAFAH1B3 inh,PAFAH2 inh,PAFAH1B2 FP inh,Fam108B inh,LYPLA1 counter,GSTO1 inh,pPAFAH inh
CC(C)(Oc1ccc(Cl)cc1)C(=O)Nc1ccc2oc(-c3ccncc3)nc2c1,-3,-3,-5,2,6,-1,-4,-5,1
CC(=O)Nc1ccc(NC(=O)C2CCCN(c3nnc(-n4cccc4)s3)C2)cc1 (centres undefined),-7,-6,4,5,4,1,4,12,1
CCn1c(SC(C)C(=O)OC)nnc1-c1c[nH]c2ccccc12 (centres undefined),3,-2,2,-4,5,-3,-1,-1,2
O=C(O)CC1S/C(=N\N=C/c2ccccc2)N(c2ccc(O)cc2)C1=O (centres undefined),0,-1,-13,10,-7,7,3,-2,-1
Cc1ccc(C2=NN(S(C)(=O)=O)C(c3cccs3)C2)cc1 (centres undefined),0,3,5,2,2,-1,2,-3,8
O=C(CNC(=O)C1CCCCC1)NNC(=O)c1ccccc1Br,-8,5,-7,-13,6,-4,-1,0,1
Cc1[nH]c2ccccc2c1C(=O)C(=O)N1CCOCC1,1,4,-3,7,7,2,1,4,-2
Cc1cc(N2CCN(c3ccccc3)CC2)nc(-c2ccccc2O)n1,1,-1,-4,9,1,0,-4,3,5
CCOC(=O)c1cnn(-c2ncnc3c2cnn3C)c1N,0,7,4,-5,4,-1,1,-2,2
CN(C(=O)CCc1nc2ccccc2c(=O)[nH]1)C1CCS(=O)(=O)C1 (centres undefined),3,3,-5,-14,4,/,-5,/,2
Cc1nc([N+](=O)[O-])cn1CC(=O)Nc1ccc([N+](=O)[O-])cc1,2,1,3,1,0,3,0,5,-2
Cc1cccnc1NC(=O)Nc1ccccc1,-3,-1,-3,-3,2,2,1,5,4
CCOc1ccc(NS(=O)(=O)c2ccc(NC(C)=O)c(OC)c2)cc1,2,2,7,-5,3,-3,-3,7,25*
CCCCCCCn1ccc(=N)cc1,-1,-2,2,-5,0,-6,-5,-8,2
COc1ccc(OC)c(NC(=O)C(Sc2ccccc2)c2ccccc2)c1 (centres undefined),1,-2,1,3,-2,0,-1,2,0
Cc1ccc(-c2cc(Cc3ccncc3)c(=O)[nH]n2)cc1,-2,-15,/,/,/,0,-1,7,0
O=[N+]([O-])c1ccccc1/C=N\Nc1nccs1,-3,3,13,-7,1,-4,0,7,5
CC(=O)N/C(=C\c1ccc(C)cc1)C(=O)O,-1,-5,1,-1,-1,-1,1,-4,2
CSc1nncn1/N=C/c1ccc([N+](=O)[O-])cc1,0,-2,1,-10,2,0,2,-5,-2
COc1ccc(OC)c(NC(=O)CN2C(=O)NC3(CCOc4ccccc43)C2=O)c1 (centres undefined),-1,2,13,6,8,-1,-3,-2,3
COc1cc(OC)nc(NC(=O)NS(=O)(=O)c2ccccc2Cl)n1,2,3,6,-5,4,0,-2,0,-2
Brc1ccccc1OCCNCc1ccccc1,-5,5,-2,0,4,6,1,13,-1
CC(=O)c1sc(NC(=O)c2cccnc2Cl)nc1C,-3,-2,1,4,4,-1,-2,-8,0
CC(=O)NC1=NN(C(C)=O)C(C)(c2ccc(C)cc2)S1 (centres undefined),-1,-2,11,1,-1,-3,-1,3,-2
Cc1ccc(C(=O)Nc2ccccc2N2CCCC2)cc1,0,-4,0,1,2,2,-1,0,7
Cc1ccnc(NS(=O)(=O)c2ccc(NC(=O)c3oc4ccccc4c3C)cc2)n1,-3,0,8,0,-2,-2,-2,-2,6
Fc1ccccc1Nc1nc(NCc2ccco2)nc(N2CCOCC2)n1,3,2,7,-6,0,0,2,5,5
CN(c1ccccc1)S(=O)(=O)c1cc(C(=O)N2CCN(c3ncccn3)CC2)ccc1Cl,3,/,1,3,3,/,/,/,4
CN(C(=O)c1ccc2c(c1)CCO2)C(C)(C)C,-4,4,/,/,/,-1,3,-2,-2
O=C(O)C1Cc2ccccc2CN1C(=O)CCl (centres undefined),-10,-10,3,-1,-1,4,-3,70*,0
CCOC(=O)C1CCCN(C(=O)COc2ccc(S(=O)(=O)N3CCOCC3)cc2)C1 (centres undefined),-1,/,-2,5,3,/,/,/,2
O=C(Nc1ccccc1C(=O)NCc1ccco1)c1ccccc1,4,2,10,4,7,3,-8,2,0
Cc1ccc2nc3c(cc(C(=O)NCC4CCCO4)c(=N)n3CCCOC(C)C)c(=O)n2c1 (centres undefined),1,-4,2,-4,-6,-7,2,-2,-1
CCc1ccc(-n2c(SCC(=O)c3ccc4c(c3)NC(=O)CO4)nc3ccccc3c2=O)cc1,-2,2,1,0,-1,1,-3,-2,-5
